Compound activity as filed in PubChem.
PTHR1 ag – qHTS for PTHR1 Agonists: Primary Screen; HEK293 GP2 PTHR1 cells, GloSensor cAMP luminescence, 1 h; Potency, µM (top dose mostly 115 µM), for inactives: top-dose activation, most hits filed as activators; AID 743266, 2014; hit rate 0.075% among 410,000; further: potency means the concentration at half of the fitted maximal effect; nearly all actives have a fitted effect of over 55% in size; some results filed as inactive show a strong effect at the top dose; inactives centre near -15; many of its hits are not listed in these tables
Target sequence (Q03431 whole entry, looked up): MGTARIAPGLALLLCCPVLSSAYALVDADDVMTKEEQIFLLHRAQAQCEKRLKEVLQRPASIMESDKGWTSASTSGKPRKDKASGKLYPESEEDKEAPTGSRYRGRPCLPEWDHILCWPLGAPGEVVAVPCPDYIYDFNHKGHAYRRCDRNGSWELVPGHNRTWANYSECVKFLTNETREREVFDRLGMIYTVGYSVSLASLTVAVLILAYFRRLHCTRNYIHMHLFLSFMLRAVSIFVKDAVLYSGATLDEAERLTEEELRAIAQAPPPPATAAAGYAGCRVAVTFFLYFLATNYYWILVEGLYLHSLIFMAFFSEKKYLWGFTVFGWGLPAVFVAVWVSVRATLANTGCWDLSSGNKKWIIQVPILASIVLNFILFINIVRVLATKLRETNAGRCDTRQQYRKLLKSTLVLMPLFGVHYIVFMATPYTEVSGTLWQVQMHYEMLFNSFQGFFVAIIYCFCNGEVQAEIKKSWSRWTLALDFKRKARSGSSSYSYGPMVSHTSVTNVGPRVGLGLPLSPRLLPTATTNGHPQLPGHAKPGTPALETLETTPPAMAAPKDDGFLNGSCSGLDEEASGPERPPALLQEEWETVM
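HEK-293-derived GP2 cells expressing PTHR1 and a GloSensor cAMP reporter, 3,000/well, plated overnight, given luciferin plus IBMX (each 0.5 mM as added) for 1 h at 37 °C, then compound for 1 h at 37 °C. Luminescence was read after 15 min at room temperature.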
EPAC2 agonist – qHTS for Agonist of cAMP-regulated guanine nucleotide exchange factor 4 (EPAC2): primary screen; Rap guanine nucleotide exchange factor 4 (Homo sapiens), Q8WZA2; EPAC2 activation, biochemical qHTS; response scale: 100% = 6.5 mM cAMP response; Potency, µM (titrated, usually from 154 µM), inactives show top-dose activation, actives largely listed as activators; hit rate 0.079% among 360,000; further: potency means the concentration at half of the fitted maximal effect; nearly all actives have a fitted effect of over 50% in size
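Setup: EPAC2 100 nM, labeled Rap1B complex 250 nM, free GDP 50 uM. Compound titrations pinned in, brief spin, 5 min room temperature incubation. Kinetic fluorescence read over 30 min, normalized to 6.5 mM cAMP.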
CCT chaperon mod – High-Throughput Screening for Modulators of Cytosolic Chaperonin Activity; hit rate 0.3% among 360,000; purified chaperonin ATPase assay, HTRF ADP detection, 30 min; activity change, % (test concentration not listed), hits read low; in the data active means activity change below about -30%; further: on the % scale 0 is the no-effect control and ±100 the full control effect
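We incubate TRiC, 40 or 20 nM final, with library compounds at 76 uM and 10 uM ATP for 30 min at 37 °C. ADP formed is detected with Transcreener HTRF reagents after 30 min at room temperature.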
Mm-Cpn inhibitor – Inhibitors of TCP-1 ring complex (TRiC) of Methanococcus maripaludis (MmCpn): qHTS; Chaperonin Mm-Cpn (Methanococcus maripaludis); purified Mm-Cpn ATPase, ADP Transcreener TR-FRET; Potency, µM (doses to about 76.9 µM), without a hit: at the highest dose activity, negative = inhibition, usual class: inhibitors; hit rate 0.031% among 330,000; further: potency means the concentration at half of the fitted maximal effect; on the % scale 0 is the no-effect control and ±100 the full control effect; nearly all actives have a fitted effect of over 80% in size
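Inhibition of chaperonin ATP hydrolysis is measured as reduced ADP production, detected by competitive TR-FRET in which signal falls with ADP. Final enzyme 25 nM and ATP 10 uM, reacted 30 min at 37°C.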
DRD3 agonist – qHTS of D3 Dopamine Receptor Agonist: qHTS. D(3) dopamine receptor (Homo sapiens), P35462. D3R DiscoveRx beta-arrestin cells, luminescence, 90 min. max activation, %. hit rate 0.58% among 410,000; in the data active means max activation above about 30%; further: 0% is about no effect; mostly tested at two doses, the higher about 12 µM
Target sequence (P35462 whole entry, looked up): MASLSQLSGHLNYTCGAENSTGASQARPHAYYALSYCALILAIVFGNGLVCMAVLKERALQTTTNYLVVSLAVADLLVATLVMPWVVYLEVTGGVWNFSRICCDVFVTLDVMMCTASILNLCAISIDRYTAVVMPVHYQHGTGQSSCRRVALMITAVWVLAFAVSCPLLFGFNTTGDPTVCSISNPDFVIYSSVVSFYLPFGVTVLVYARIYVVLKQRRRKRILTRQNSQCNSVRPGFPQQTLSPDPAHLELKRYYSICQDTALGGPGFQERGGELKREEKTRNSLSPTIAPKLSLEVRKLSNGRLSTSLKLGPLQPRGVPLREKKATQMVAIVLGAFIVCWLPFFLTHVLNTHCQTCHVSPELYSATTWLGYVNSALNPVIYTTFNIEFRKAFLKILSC
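Agonist-mode cell screen: cells plated at 1500/well and incubated overnight at 37 °C, then exposed to library compounds for 90 min at 37 °C. Detection reagent was added for 30–60 min at room temperature, and luminescence was read.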
EPAC2 antag – qHTS for Antagonist of cAMP-regulated guanine nucleotide exchange factor 2 (EPAC2): primary screen; Rap guanine nucleotide exchange factor 4 (Homo sapiens), Q8WZA2; EPAC2 GEF exchange of Rap1B-BODIPY-GDP, fluorescence; Potency, µM (titrated, usually from 114 µM), for inactives: top-dose activity, negative = inhibition, actives largely listed as inhibitors; hit rate 0.18% among 360,000; further: potency means the concentration at half of the fitted maximal effect; on the % scale 0 is the no-effect control and ±100 the full control effect; nearly all actives have a fitted effect of over 45% in size; many of its hits are not listed in these tables
pAkt inh – HTS Assay for Inhibitors of Akt Phophorylation: Primary Screen. Neuro2A IGF-stimulated pAkt S473 HTRF, 20 min; active compounds read low. activity change, % for hits at 50 µM. hit rate 0.32% among 360,000; in the data active means activity change below about -80%; inconclusive means mostly about -51% to -80%; further: on the % scale 0 is the no-effect control and ±100 the full control effect
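Single-point screen (50 µM final compound) in Neuro2A cells stimulated 20 min with 6 nM IGF at 37 deg C. After lysis, Ser473-phosphorylated Akt read by HTRF (ex 330 nm, em 615/665 nm) as the 665/615 ratio.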
DRD3 antagonist – qHTS of D3 Dopamine Receptor Antagonist: qHTS. D3R cells, DiscoveRx beta-arrestin luminescence, antagonist mode; active compounds read low. max response, negative = inhibition, %. hit rate 2.5% among 360,000; in the data active means max response below about -50%; inconclusive means no clear call, values can overlap the other calls; further: on the % scale 0 is the no-effect control and ±100 the full control effect; mostly tested at two doses, the higher about 12 µM
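Cells plated overnight at 1500 cells/well, then exposed to library compounds with dopamine controls for 90 minutes at 37 degrees C. DiscoveRx reagent added for 30–60 minutes at room temperature; luminescence read, quantitative HTS format.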
* marks the source's active call; other numbers are inactive results; i = inactive; ? = inconclusive; nt = no result given; & = joins results of further samples; [ ] = dose if it differs, or a comment. Unless noted, the call rests on the fitted dose curve; in most records, active means well fitted curve in the direction sought with a large enough effect; inconclusive means small, poorly fitted or top-dose-only effect, or another doubt; inactive means no such curve, though single readings can be large; an effect the other way counts as inactive or inconclusive. These rows are one share of the data; the hit share may differ from the screen's.

canonical_smiles,PTHR1 ag,EPAC2 agonist,CCT chaperon mod,Mm-Cpn inhibitor,DRD3 agonist,EPAC2 antag,pAkt inh,DRD3 antagonist
O=C(Nc1ccccc1)c1cc(C2COCCN2C(=O)c2ccccn2)on1 (stereo not drawn),-9%,-4%,0.7,nt,3,-4%,i,-10
Cc1ccc(Nc2nc(CSc3nnnn3-c3ccccc3)cs2)cc1,-10%,10%,-0.2,nt,2,3%,i,1
COc1ccccc1NS(=O)(=O)c1ccc(C)c(NC(=O)c2c(C)noc2C)c1,i,15%,-1.2,-3%,-4,8%,i,-15
O=C1CN(C(=O)COC(=O)/C=C/c2ccc(S(=O)(=O)N3CCOCC3)cc2)c2ccccc2N1,i,0%,-0.6,4%,-1,13%,i,-2
COc1ccc(/C=N\Nc2ncc(F)c(N3CCOCC3)n2)cc1OC,i,9%,-0.7,-1%,14,-2%,i,12
Cc1ccccc1NC(=O)Cc1nc(COC(=O)c2ccc(Cl)nc2)cs1,-5%,11%,-5.5,-18%,1,-9%,i,4
CCc1cccc2c(C(=O)COC(=O)C3=NNC(=O)CC3)c[nH]c12,22%,2%,0.2,-1%,-1,-4%,i,-10
O=C(COC(=O)/C=C/c1ccc(F)cc1)NC1CCCC1,i,-4%,-1.3,1%,11,-1%,i,5
CC(=O)c1cccc(NC(=O)Cn2c(=O)oc3cc(S(=O)(=O)N4CCCC4)ccc32)c1,-5%&-59%,9%,-2.3,2%,0&26,3%,i,-8
CCOC(=O)N1CCC(NC(=O)c2cc3ccccn3n2)CC1,-1%,7%,1.4,-6%,3,7%,i,-7
CN(C)c1cccc(C(=O)NNC(=O)NC2CCCCC2)c1,-20%,2%,1.9,-1%,-7,11%,i,?
CCCCC(CC)CNC(=O)c1ncn[nH]1 (stereo not drawn),i,-10%,-1.3,2%,3,-4%,i,11
Cc1[nH][nH]c(=O)c1C=NCc1cccnc1,i,7%,0.7,-4%,1,1%,i,3
CCOc1ccc(CCNC(=O)c2ccc3nc(CC)c(CC)nc3c2)cc1,-1%,-2%,1.3,-2%,2&3,-5%,i,-4
CCn1cnnc1SCC(=O)Nc1ccccc1C(=O)NC1CC1,18%,-4%,-1.6,1%,-12,17%,i,0
CC1CCc2[nH]nc(C(=O)O)c2C1 (stereo not drawn),?,-5%,2.3,1%,1,10%,i,13
CC1CCN(C(=O)C2COc3ccccc3O2)CC1 (stereo not drawn),-11%,1%,0.3,3%,-2,-3%,i,4
COc1ccc(OC)c(NC(=O)C2(C)CCN2C(=O)C2(c3ccccc3)CCCC2)c1 (stereo not drawn),-18%,19%,-0.2,nt,2,2%,i,-9
COc1cccc(C(=O)Nc2cccc3c2ccc2cccn23)c1,i,-2%,-2.2,-3%,-1,-8%,i,4
C/C(=C\C(=O)c1ccc(Cl)s1)N(C)C,i,-10%,-4.5,?,-4,?,i,8
O=C(Cc1ccccc1)NCCN1CCCC1,i,0%,0.3,-1%,-26,-5%,i,1
CC(C)(C)OC(=O)NN=C(c1ccc(O)cc1)c1ccc(O)cc1,i,-1%,1.4,0%,9,-3%,i,-1
Cc1ccccc1-n1c(SCC(=O)NC(N)=O)nc2sc(-c3ccccc3)cc2c1=O,-5%,7%,-1.0,-25%,3,7%,i,6
COc1ccc(C(=O)C(OC(=O)c2ccccc2)c2ccccc2)cc1 (stereo not drawn),-6%,-3%,1.1,-2%,-2,11%,i,12
O=C(/C=C/c1ccccc1[N+](=O)[O-])N1CCN(c2ccc(F)cc2)CC1,-28%,5%,-3.4,-3%,2,-5%,i,6
COc1ccc(C2CC(c3ccc(F)cc3)n3nc(NC(=O)c4ccco4)nc3N2)cc1 (stereo not drawn),0%,2%,-1.7,0%,2,-12%,i,-6
Cc1nn(CCC#N)c(N)c1C1(O)C(=O)Nc2c(Cl)cc(Cl)cc21 (stereo not drawn),-3%,5%,-0.1,-5%,-2,-1%,i,-9
N#C/C(=C(/O)COC(=O)CCc1ccc(S(=O)(=O)N2CCOCC2)cc1)c1nc2ccccc2[nH]1,-4%[57.5 µM],-3%,-2.0,-18%,1,1%,i,-9
CC(OC(=O)COc1cccc2c1OC(C)(C)C2)C(=O)Nc1ccc(S(N)(=O)=O)cc1 (stereo not drawn),-65%[inhibitor],-8%,-0.3,-1%,2,7%,i,4
Cc1ccc(S(=O)(=O)C2(C(=O)NCCc3ccccc3)CC2)cc1,i,2%,-0.7,0%,6,4%,i,-4
CCOc1ccc(NC(=O)COC(=O)Cc2ccc(S(=O)(=O)N3CCOCC3)s2)cc1,i,9%,-1.2,-3%,3,-1%,i,11
O=C(O)CSc1c(-c2ccccc2)c2cc(Cl)ccc2[nH]c1=O,i,-4%,-2.5,-5%,-15,17%,i,-14
O=C1CSC(c2cccc([N+](=O)[O-])c2)N1c1c(F)cccc1F (stereo not drawn),i,1%,0.7,0%,2,4%,i,8
N#Cc1nc(Cc2ccccc2)oc1N1CCN(c2ccccc2)CC1,i,19%,2.0,-23%,-13,-4%,i,-16
CCOc1ccc(NC(=O)CCS(=O)(=O)c2ccc(C)cc2)cc1,i,7%,1.2,-1%,-4,14%,i,19
CC(C)(C)CC(C)(C)c1ccc(O)c(Cc2ccc(Cl)cc2Cl)c1,-58%[inhibitor],1%,1.0,nt,26&1,?,i,81
CC(=O)/C(N=Nc1ccc(-n2ccc(C(F)(F)F)n2)cc1)=C(\C)O,i,-10%,1.6,0%,-12,-5%,i,13
COc1cccc(C(=O)O[C@@H]2[C@H](Cc3ccccc3)NS(=O)(=O)[C@H]3C[C@@H]4C=C[C@]23O4)c1,-27%,13%,-2.1,-2%,1,22%,i,-16
Cc1ccccc1NC(=O)c1cccc(S(=O)(=O)Oc2ccc([N+](=O)[O-])cc2)c1,9%[57.5 µM],10%,-1.0,1%,-11,4%,i,-24
COc1cccc(S(=O)(=O)N2CCN(Cc3ccc4c(c3)OCO4)CC2)c1,-3%,9%,-1.0,2%,-5&5,-1%,i,-11

Look-ups from the list.
CC(=O)/C(N=Nc1ccc(-n2ccc(C(F)(F)F)n2)cc1)=C(\C)O | EPAC2 antag: -5%
COc1cccc(S(=O)(=O)N2CCN(Cc3ccc4c(c3)OCO4)CC2)c1 | DRD3 agonist: -5&5

(further entries)
canonical_smiles,PTHR1 ag,EPAC2 agonist,CCT chaperon mod,Mm-Cpn inhibitor,DRD3 agonist,EPAC2 antag,pAkt inh,DRD3 antagonist
Cc1nc(-c2cccc(S(=O)(=O)N3CC(C)CC(C)C3)c2)cs1 (stereo not drawn),-18%[57.5 µM],18%,-3.5,-2%,0,6%,i,-5
O=C(Nc1nc(-c2ccccc2)cs1)c1ccc(S(=O)(=O)N2CCc3ccccc32)cc1,-56%[inhibitor],6%,-0.4,-9%,-2,18%,i,-1
CC(=O)N1CCC(N2CCN(Cc3ccc(C)cc3)C(CCO)C2)CC1 (stereo not drawn),-2%,-6%,-1.8,0%,-5,0%,i,0
C[C@H](CO)N1C[C@H](C)[C@@H](CN(C)C(=O)Nc2ccc(C(F)(F)F)cc2)Oc2ccc(NC(=O)Cn3cnnn3)cc2C1=O,i,7%,0.7,-3%,-5,-4%,i,26

Of the compounds above, these contain an aryl methoxy group:
canonical_smiles,PTHR1 ag,EPAC2 agonist,CCT chaperon mod,Mm-Cpn inhibitor,DRD3 agonist,EPAC2 antag,pAkt inh,DRD3 antagonist
COc1ccccc1NS(=O)(=O)c1ccc(C)c(NC(=O)c2c(C)noc2C)c1,i,15%,-1.2,-3%,-4,8%,i,-15
COc1ccc(/C=N\Nc2ncc(F)c(N3CCOCC3)n2)cc1OC,i,9%,-0.7,-1%,14,-2%,i,12
COc1ccc(OC)c(NC(=O)C2(C)CCN2C(=O)C2(c3ccccc3)CCCC2)c1 (stereo not drawn),-18%,19%,-0.2,nt,2,2%,i,-9
COc1cccc(C(=O)Nc2cccc3c2ccc2cccn23)c1,i,-2%,-2.2,-3%,-1,-8%,i,4
COc1ccc(C(=O)C(OC(=O)c2ccccc2)c2ccccc2)cc1 (stereo not drawn),-6%,-3%,1.1,-2%,-2,11%,i,12
COc1ccc(C2CC(c3ccc(F)cc3)n3nc(NC(=O)c4ccco4)nc3N2)cc1 (stereo not drawn),0%,2%,-1.7,0%,2,-12%,i,-6
COc1cccc(C(=O)O[C@@H]2[C@H](Cc3ccccc3)NS(=O)(=O)[C@H]3C[C@@H]4C=C[C@]23O4)c1,-27%,13%,-2.1,-2%,1,22%,i,-16
COc1cccc(S(=O)(=O)N2CCN(Cc3ccc4c(c3)OCO4)CC2)c1,-3%,9%,-1.0,2%,-5&5,-1%,i,-11
